HT1080-NT tox – kills 2HG-producing HT-1080-NT fibrosarcoma cells; HT-1080-NT fibrosarcoma viability, CellTiter-Glo ATP luminescence, 48 h; Potency, µM (top dose mostly 46.1 µM), inactives show at the top dose activity, negative = less viability, actives largely listed as cytotoxic; 360,000 tested, 1.6% active;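 also: NT is the 2HG producing partner of a matched IDH1 knockdown line; potency is read from the fitted curve at half-maximal effect; 0% = DMSO-treated cells and -100% = media-only wells without cells; nearly all actives have a fitted effect of over 55% in size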
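Read-out is CellTiter-Glo luminescence after 10 minutes at room temperature, following 48 hours' compound treatment of HT-1080-NT cells (750 cells/well, RPMI, 5% FBS, 37 degrees C).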
IL-1B inflam inh – inflammasome signaling inhibition, IL-1 beta readout; THP-1 LPS/ATP IL-1B secretion, AlphaLISA, 16 h; active compounds read low; activity change, % at 57.5 µM; 360,000 tested, 4.7% active; in the data active = activity change below about -50%; inconclusive = mostly about -30% to -49%; also: % is scaled to controls: 0 for no effect and ±100 for the full control effect
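THP-1 cells pretreated 1 hr with compounds (up to 57.5 uM final), then stimulated with LPS (250 ng/mL final) plus ATP (1.25 mM final); secreted IL-1B measured by AlphaLISA after 16 hr, decreased signal indicating inhibition.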
KB-V1 cytotox – kills drug-selected multidrug resistant KB-V1 cells. AID 1347076. KB-V1 MDR cells viability, CellTiter-Glo, 72 h. Potency, µM (highest dose often 46.1 µM), for the others: top-dose activity change, negative = cytotoxicity, hits mostly cytotoxic. 400,000 tested, 3.4% active; also: potency is read from the fitted curve at half-maximal effect; % is scaled to controls: 0 for no effect and ±100 for the full control effect; nearly all actives have a fitted effect of over 60% in size
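Cytotoxicity via CellTiter-Glo luminescence after 72 h compound exposure at 37 degrees C. Cells: drug-selected KB-V1 line, DMEM phenol-red free plus 10% FBS. Compounds tested at multiple concentrations; normalized data fitted to concentration-effect curves.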
D3 ag – agonists of human D3 dopamine receptor | max activation, % | 410,000 tested, 0.58% active | P35462 | D3R DiscoveRx beta-arrestin cells, luminescence, 90 min; in the data active = max activation above about 30%; also: 0% is about no effect; mostly tested at two doses, the higher about 12 µM
Target sequence (P35462 whole entry, looked up): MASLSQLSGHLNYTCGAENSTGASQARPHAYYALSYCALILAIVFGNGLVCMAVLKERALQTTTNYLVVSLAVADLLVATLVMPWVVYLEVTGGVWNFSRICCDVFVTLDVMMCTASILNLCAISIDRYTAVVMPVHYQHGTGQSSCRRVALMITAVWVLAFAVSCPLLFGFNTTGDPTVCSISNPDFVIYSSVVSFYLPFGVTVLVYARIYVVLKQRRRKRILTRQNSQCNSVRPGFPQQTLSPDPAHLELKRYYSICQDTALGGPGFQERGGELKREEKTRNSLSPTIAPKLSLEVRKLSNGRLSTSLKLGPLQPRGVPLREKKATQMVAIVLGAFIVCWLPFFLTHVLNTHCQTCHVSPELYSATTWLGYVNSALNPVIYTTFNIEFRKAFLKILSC
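Cells at 1500/well, incubated overnight, then treated with pinned compounds (dopamine as control) for 90 min at 37 degrees C. DiscoveRx reagent added for 30 - 60 minutes at room temperature; luminescence read.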
GLP1R cytotox – cytotoxicity in counter-screen for GLP-1R inverse agonists. HEK293 cAMP-luciferase reporter cells, luminescence, 24 h. Potency, µM (titrated, usually from 38.3 µM), inactives show top-dose activity change, negative = inhibition, actives largely listed as inhibitors. 410,000 tested, 0.13% active. AID 624418;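 also: loss of luciferase light is scored as toxicity; potency is read from the fitted curve at half-maximal effect; % is scaled to controls: 0 for no effect and ±100 for the full control effect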
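Seeding density was 200 cells/uL; after overnight-length (12 h) culture, 23 nL compounds went on for 24 h at 37 °C. Readout used a luciferase detection reagent, luminescence taken after 12 min at room temperature.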
HT1080 IDH1KD tx – toxicity to HT-1080 IDH1 knockdown cells (counter line). Potency, µM (top dose mostly 46.1 µM), without a hit: at the highest dose activity, negative = toxicity, usual class: cytotoxic. HT-1080 IDH1 knockdown viability, ATP luminescence, 48 h. AID 686971. 360,000 tested, 2% active;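 also: potency is read from the fitted curve at half-maximal effect; 0% = DMSO wells and -100% = cell-free medium wells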
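After a 2 h attachment period, IDH1KD HT-1080 cells took pin-transferred compound for 48 h at 37 °C; ATP-based luminescence after 10 min room-temperature reagent incubation reported viability.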
SW480 rerep – induces DNA re-replication in SW480 colon adenocarcinoma cells; Potency, µM (highest dose often 46.1 µM), for the others: at the highest dose re-replication activation, usual class: activators; 340,000 tested, 1.8% active; SW480 DNA re-replication, Hoechst DNA content imaging, 48 h; AID 624297; also: potency is read from the fitted curve at half-maximal effect; % of control where 0% means no effect; nearly all actives have a fitted effect of over 55% in size
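Cells (250 per well) received 23 nL compound or DMSO by pin tool and were kept 48 hr at 37 C, 5% CO2. Nuclei were then stained with Hoechst for 40 min and scanned for DNA content.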
MCF10A rereplic – inducers of DNA re-replication in MCF 10A breast cells; 350,000 tested, 2.9% active; MCF 10A DNA re-replication, Hoechst nuclear intensity, 48 h; Potency, µM (titrated, usually from 46.1 µM), for the others: at the top dose activity, positive = re-replication, most hits filed as activators; also: potency is read from the fitted curve at half-maximal effect; % of control where 0% means no effect; nearly all actives have a fitted effect of over 50% in size
KB-3-1 cytotox – KB-3-1 parental cell cytotoxicity. KB-3-1 viability, CellTiter-Glo ATP luminescence, 72 h. AID 1347075. Potency, µM (doses to about 46.1 µM), for inactives: at the top dose activity change, negative = cytotoxic, most hits filed as cytotoxic. 400,000 tested, 1.4% active; also: potency is read from the fitted curve at half-maximal effect; % is scaled to controls: 0 for no effect and ±100 for the full control effect; nearly all actives have a fitted effect of over 60% in size
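Using CellTiter-Glo luminescence, growth of non-resistant KB-3-1 adenocarcinoma cells is assessed 72 h after pin-tool compound addition at 37 °C. Normalized responses across the concentration series yield fitted curves.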
Starred values were filed as active, the others as inactive; ? = inconclusive; nt = not tested or not shown; [ ] = dose if it differs, or a comment. Unless noted, calls follow the shape of the dose curve; as a rule, active = well fitted curve in the direction sought with a large enough effect; inconclusive = small, poorly fitted or top-dose-only effect, or another doubt; inactive = no such curve, though single readings can be large; an effect the other way counts as inactive or inconclusive.

SMILES | HT1080-NT tox | IL-1B inflam inh | KB-V1 cytotox | D3 ag | GLP1R cytotox | HT1080 IDH1KD tx | SW480 rerep | MCF10A rereplic | KB-3-1 cytotox
Cc1cc(C)cc(NC(=O)c2sc3nc4n(c(=O)c3c2C)CCC4)c1 | -0.2% | 32.2 | ? | 2.7 | -8.7% | 20.4% | 4.5% | ? | 14.1%
CCN(c1ccccc1)S(=O)(=O)c1ccc(C(=O)Nc2nnc(CSC)o2)cc1 | -16.5% | 69.0 | ? | -1.0 | -16.5% | ? | ? | ? | ?
CCN(CC)S(=O)(=O)c1ccc(C(=O)NC2=C(C(=O)OC)SCC2)cc1 | 7.0% | -17.6 | 0.0% | 3.3 | 0.0% | -5.7% | 1.7% | 19.7% | 3.8%
CC(C)n1cc(/C=C2\NC(=O)N(c3cccc(Cl)c3)C2=O)c2ccccc21 | ? | 39.6 | ? | -0.8 | -14.7% | -26.1% | ? | ? | ?
COc1ccc(S(=O)(=O)n2nc(OC(=O)c3ccc(C)cc3)cc2N)cc1 | 2.0% | 19.5 | 19.0% | -1.6 | -21.7% | -13.5% | -6.2% | ? | -7.9%
CC[C@]12c3[nH]c4cc(-c5ccco5)ccc4c3CCN1C(=O)[C@@H](CC(=O)NCc1ccco1)C[C@@H]2C(=O)N1CCN(C(=O)C2CC2)CC1 | -2.6% | -15.8 | 24.3% | -2.3 | 8.4% | -5.2% | 0.2% | 6.3% | -0.1%
COc1ccccc1CCc1nnc(CCC(=O)NC(C)Cn2nc(C)cc2C)o1 (stereo not drawn) | 9.5% | 18.4 | -1.8% | 14.8 | 4.5% | 3.5% | 1.6% | -9.7% | ?
O=c1c2ccccc2nc(SCc2cc(F)cc3c2OCOC3)n1Cc1ccco1 | 14.7% | 9.4 | ? | 18.9 | -0.8% | 8.8% | 2.3% | ? | -4.3%
CC12CCC(C1)C(C)(C)C2NS(=O)(=O)c1ccc(F)cc1 (stereo not drawn) | 6.1% | 64.7 | -8.9% | 0.1 | 4.5% | 0.0% | 2.4% | 28.5% | 0.2%
CCCc1cc(=O)oc2c3c(ccc12)OCN(Cc1ccccc1OC)C3 | nt | nt | ? | -2.9 | 120.3%[activator] | nt | nt | nt | 7.9%

Limited to HT1080 IDH1KD tx and MCF10A rereplic (3 entries from above):
| Structure | HT1080 IDH1KD tx | MCF10A rereplic |
| --- | --- | --- |
| Cc1cc(C)cc(NC(=O)c2sc3nc4n(c(=O)c3c2C)CCC4)c1 | 20.4% | ? |
| CCN(c1ccccc1)S(=O)(=O)c1ccc(C(=O)Nc2nnc(CSC)o2)cc1 | ? | ? |
| CCN(CC)S(=O)(=O)c1ccc(C(=O)NC2=C(C(=O)OC)SCC2)cc1 | -5.7% | 19.7% |

Next part
SMILES | HT1080-NT tox | IL-1B inflam inh | KB-V1 cytotox | D3 ag | GLP1R cytotox | HT1080 IDH1KD tx | SW480 rerep | MCF10A rereplic | KB-3-1 cytotox
CCN(CC)S(=O)(=O)c1ccc(NC(=O)c2cccnc2Cl)c(NC(=O)c2cccnc2Cl)c1 | ? | -102.3* | 5.8% | 0.1 | ? | ? | ? | 18.4µM* | -8.7%
Cc1c(Nc2nc3ccccc3n3cnnc23)cccc1[N+](=O)[O-] | 8.0% | ? | ? | -0.6 | 1.2% | 3.4% | -8.1% | 0.6% | 0.2%
CCOC(=O)c1sc(NC(=O)c2cc3nc(-c4ccc(Br)cc4)cc(C(F)(F)F)n3n2)c(C(=O)OCC)c1C | nt | nt | -14.8% | -19.8 | -11.1% | nt | nt | nt | ?
Clc1ccc(-c2nc3ccc(Br)cn3c2Cc2cccc(Cl)c2)cc1 | ? | 10.8 | -25.2% | 8.8 | -19.3% | 14.6µM* | nt | nt | ?
NC(=O)c1sc2nc3c(c(-c4ccc(Cl)cc4)c2c1N)CCCC3 | ? | -17.3 | 2.91µM* | 7.5 | 131.3%[activator] | ? | ? | ? | ?
Cc1ccc(S(=O)(=O)N2C[C@H]3C(=O)C[C@@H](c4cccc(C)c4)N(S(=O)(=O)c4ccc(C)cc4)[C@H]3C[C@H]2c2ccccc2)cc1 | 26.7% | 19.0 | 28.0% | -0.3 | 12.6% | 16.4% | nt | nt | 0.1%
O=C(NC1CCN(C(=O)N2c3ccccc3Sc3ccccc32)CC1)c1ccccc1Cl | ? | -58.7* | ? | -2.6 | -0.6% | ? | -1.2% | -12.8% | -27.6%
CC(C)c1nc2cc(C(=O)N(C)Cc3ccc(F)cc3)ccc2o1 | 3.5% | -5.2 | ? | -2.1 | 0.7% | 1.1% | 0.8% | 2.9% | -10.2%
N#CC1=C(N)N(c2ccccc2Sc2ccccc2)C(=O)C1 | -3.8% | -8.0 | -2.3% | -4.7 | 14.2% | -2.9% | 9.0% | ? | -5.2%
O=C(Nc1nnc(-c2ccc(Cl)cc2)o1)c1nc2ccccc2s1 | -2.4% | 20.9 | -14.9% | -8.5 | 3.4% | -15.5% | 253.3% | ? | 0.0%
COc1cc(C(=O)NNC(=O)CN2C(=O)NC3(CCCC3)C2=O)cc(OC)c1OC | 1.7% | -7.5 | 19.1% | 7.1 | -25.4% | 7.2% | -6.2% | 0.0% | 12.7%
COc1ccc(-n2nnnc2SCC(N)=O)cc1 | 8.2% | 6.1 | 1.4% | 1.1 | 2.7% | 11.8% | -8.0% | ? | -5.8%
Cc1ccc(NC(=O)CCC(=O)NNS(=O)(=O)c2ccccc2)cc1C | 4.0% | -5.8 | ? | -2.9 | -1.4% | 1.9% | -1.3% | 5.4% | 14.0%
Cc1c(C)[n+](=O)c2c(n1[O-])CCC2 | 18.0% | 3.3 | 14.7% | -0.6 | -4.4% | 13.0% | 0.3% | -4.7% | 17.7%
CC(C)C[C@H](NC(=O)c1[nH]cnc1C(=O)N[C@@H](Cc1ccccc1)C(=O)OC(C)(C)C)C(=O)OCc1ccccc1 | ? | -6.1 | -24.1% | 9.8 | -5.1% | ? | 1.0% | ? | -21.8%
CN(C)Cc1ccccc1CNC(=O)c1cccc(S(=O)(=O)Nc2ccc3c(c2)OCO3)c1 | -13.7% | -26.3 | -0.4% | -3.6 | -24.4% | -11.3% | nt | nt | -2.9%
COc1cc(C(=O)N2CCN(C(=O)C(Cc3cc(C)ccc3C)NC(C)=O)CC2)cc(OC)c1OC (stereo not drawn) | 6.1% | -7.8 | 0.6% | -5.6 | -21.1% | 10.1% | -3.3% | -4.3% | 7.9%
CCn1c(SCC(=O)c2cc(OC)ccc2OC)nnc1-c1ccncc1 | 8.6% | -21.0 | 6.6% | -1.4 | 1.5% | -10.0% | -3.0% | -1.9% | 3.5%
O=C(CSc1nnc(NC(=O)C2CC2)s1)NCc1ccco1 | 7.4% | -4.5 | 13.7% | 0.7 | -6.5% | 15.5% | -2.6% | 3.8% | 16.1%
N/C(=N\OC(=O)c1cc(-c2ccccc2)nc2ccccc12)c1ccc(Cl)cc1 | -0.1% | -6.2 | -12.7% | -26.3 | 8.4% | -1.4% | -0.2% | 2.7% | -5.8%
Cc1cc(NC(=O)COC(=O)C2CC(=O)N(c3ccc(Cl)cc3)C2)no1 (stereo not drawn) | 3.1% | 9.7 | 29.3% | -3.0 | 7.4% | 9.5% | -30.0% | -31.3%[inhibitor] | -3.7%
COc1ccc(N2C(=O)CC(Sc3nc(C)c4c(n3)CCCC4)C2=O)cc1 (stereo not drawn) | 14.6µM* | 51.8 | ? | -2.6 | ? | ? | -1.1%[9.22 µM] | ? | ?
Cc1ccc(Cl)cc1N1CCN(C(=O)c2cc(S(=O)(=O)N3CCC(C)CC3)cn2C)CC1 | nt | nt | -29.4% | -5.3 | 3.9% | nt | nt | nt | ?
COc1ccc(CN(C)C(=O)C2CCN(C(=O)Nc3ccccc3)CC2)cc1OC | -8.0%[9.24 µM] | -17.7 | 0.0% | -10.5 | 1.6% | -2.4% | 0.2% | 18.8% | -12.5%
COc1cc(S(=O)(=O)N(C)C2CCCCC2)c(C)cc1C | -5.8% | 15.8 | 1.2% | 3.8 | 2.8% | -4.1% | -52.7%[inhibitor] | ? | -2.0%
CNC(=O)NC(=O)COC(=O)CCCOc1ccc(OC)cc1 | 2.9% | -3.7 | 16.7% | 0.9 | 1.5% | 7.9% | -9.6% | 12.4% | 6.4%
CCN(c1ccccc1)S(=O)(=O)c1ccc(N)c(OC)c1 | ? | 9.8 | 23.1µM* | 1.5 | ? | ? | 11.2µM* | 18.4µM* | 16.4µM*
COc1ccc(C(=O)NCc2csc(C)n2)cc1OC1CCN(C(C)=O)CC1 | 2.1% | 11.3 | nt | 19.1 | -0.1% | 10.6% | -5.6% | -2.5% | nt
CCOc1ccc(-c2nnn(CC(=O)N3CCN(c4ccc(OC)cc4)CC3)n2)cc1OCC | 4.8% | -10.3 | ? | 4.3 | -1.9% | -8.8% | -0.2% | ? | -10.2%
O=C(COC(=O)c1ccc([N+](=O)[O-])s1)NNC(=O)c1ccccc1 | 1.2% | 4.8 | 0.8% | -4.9 | 4.7% | -0.4% | 2.1% | 1.7% | 0.2%
Cc1ccccc1C(=O)Nc1ccnc(-c2ccncc2)n1 | -0.2% | 28.5 | 0.0% | -1.8 | 5.8% | 2.6% | -34.4% | ? | -12.7%
Cc1ccc2nc(NCc3ccccc3)c(C=NCc3ccccc3)c(=O)n2c1 | 9.9% | 12.8 | 13.8% | 6.6 | -9.4% | 10.8% | -2.6% | 25.6% | -0.9%
OCC1(Cc2ccccc2)CCN(CCCC2CCCC2)CC1 | 8.8% | -11.3 | 0.0% | -17.0 | 0.6% | 11.1% | ? | 5.5% | 0.1%
CCn1cnc2c1c(=O)n(CC(=O)NCC(F)(F)F)c(=O)n2Cc1ccccc1 | -14.8% | 0.2 | -10.3% | -8.6 | -9.1% | -5.9% | -44.0%[inhibitor] | ? | -1.2%
